Bcl-B displacement – displacers of TR3 peptide from Bcl-B, primary screen, selectivity assay for Bfl-1 inhibitor project, biochemical, fluorescence polarization. 96,000 compounds, 0.11% hits. FP displacement of FITC-TR3 peptide from Bcl-B; higher % means a stronger effect. AID 748. displacement, % at 20 µM, or IC50 in µM where a hit was titrated;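 active = displacement above 50% at 20 µM plus a fluorescence interference ratio under 1.5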;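 also: plate controls were wells without compound for no effect and wells lacking Bcl-B protein for full effect; a part of the inactive calls stands beside numbers as strong as those of hits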
IL1B NFkB pot – enhances IL-1B driven NFkB nuclear translocation; HUVEC IL-1B NFkB p65 nuclear translocation imaging; activation, % at 2 µM; 94,000 compounds, 0.3% hits;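 active = activation above 40%, about the mean plus 3 SD, also judged a hit on visual image review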;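 also: percent activation is computed from the nuclear over cytoplasmic p65 intensity ratio; values of inactives mirror those of a sister screen read the other way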
PLAP inhibitors HTS – inhibition of human placental alkaline phosphatase – biochemical, luminescence, HTS (AID 690); inhibition, % at 20 µM; hits with a dose series show IC50 in µM; purified PLAP, luminescent substrate; higher % means a stronger effect; 96,000 compounds, 0.08% hits; in the data active = a potency from the dose series; inactive = the rest, 99 in 100 with inhibition below about 30%; also: strong numbers were not always called active
IL1B NFkB inh – blocks IL-1B driven NFkB nuclear translocation in HUVEC cells; 94,000 compounds, 0.43% hits; HUVEC IL-1B NFkB p65 nuclear translocation imaging; inhibition, % at 2 µM;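 active = inhibition above about 30% together with a positive call from visual inspection of the well image, limit read from the data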;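 also: nuclear over cytoplasmic p65 intensity ratio measured by imaging; 0% = IL-1B stimulated DMSO wells and 100% = unstimulated DMSO wells; values of inactives mirror those of a sister screen read the other way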
MRP reversal – reverses drug resistance mediated by MRP; H69AR cells + 2 uM doxorubicin, CellTiter-Glo, 72 h; differential viability (reversal), % at 10 µM; 85,000 compounds, 0.04% hits; AID 602;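 active = viability drop by adding the cancer drug above about 55%, with treated viability meeting a 40% cutoff, limit read from the data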;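 also: viability without doxorubicin minus viability with 2 µM doxorubicin for each compound; larger differential means the compound sensitizes cells more to doxorubicin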
MRP reversal cytotoxicity – recorded beside MRP reversal, whose call it bears; viability, %; H69AR cells, CellTiter-Glo, 72 h; measured here: cytotoxicity without doxorubicin
MRP reversal with doxorubicin – recorded beside MRP reversal, whose call it bears; viability, %; measured here: viability with 2 uM doxorubicin; hits give low values
IL1B NFkB inh cell count 2 µM – also measured in IL1B NFkB inh; calls as there; cell count; measured here: cells passing quality filter;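 raw number of nuclei counted in each imaged well without normalization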
IL1B NFkB pot cell count 2 µM – also measured in IL1B NFkB pot; calls as there; cell count; measured here: cells passing quality filter
The depositor's hits bear a star; nt = no result given.

Every second line gives: Bcl-B displacement	IL1B NFkB pot	IL1B NFkB pot cell count 2 µM	PLAP inhibitors HTS	IL1B NFkB inh	IL1B NFkB inh cell count 2 µM	MRP reversal	MRP reversal cytotoxicity	MRP reversal with doxorubicin
O=C(NC1CCCC1)C(c1ccc(N2CCOCC2)cc1)N(Cc1ccccc1)C(=O)c1ccco1 (stereo not given)
    -10.8%	3.9	194	-41.4%	-3.9	194	32.7	79.7	47.0
Cc1cccc(-n2c(SCC(=O)NCc3ccco3)nc3ccccc3c2=O)c1
    4.6%	10.7	117	10.3%	-10.7	117	-11.9	81.1	93.0
Cn1nnnc1SCc1nnc(-c2ccc(Cl)cc2)o1
    -21.6%	18.8	90	9.2%	-18.8	90	8.2	105.5	97.3
O=C1CCCCCN1CSc1nc2ccccc2s1
    -6.5%	14.6	164	-29.3%	-14.6	164	-26.8	64.3	91.1
CCOC(=O)C1CCCN(S(=O)(=O)c2cc(OCC(N)=O)c(C)cc2Cl)C1 (stereo not given)
    1.3%	6.5	160	-50.4%	-6.5	160	13.1	99.3	86.2
CC1CN(Cc2nc3c(c(=O)n(C)c(=O)n3C)n2CC(O)CO)CC(C)O1 (stereo not given)
    -0.7%	-4.6	124	11.2%	4.6	124	9.7	95.4	85.7
O=C(C1CCN(S(=O)(=O)c2cccnc2)CC1)N1CCCCC1
    11.2%	14.6	120	-15.6%	-14.6	120	4.0	85.5	81.5
COC(CN1C(=O)C(O)=C(C(C)=O)C1c1ccccn1)OC (stereo not given)
    11.8%	4.0	159	4.3%	-4.0	159	-1.4	100.8	102.2
CCOC(=O)COc1ccc(C(=O)c2ccccc2)c(O)c1
    -2.2%	15.5	170	5.4%	-15.5	170	-13.1	85.2	98.3
O=C(CSc1nc2sc3c(c2c(=O)[nH]1)CCCC3)NCCO
    nt	3.0	48	nt	-3.0	48	nt	nt	nt
CCCCNC(=O)c1onc(CSc2cc(C)cc(C)c2)c1C(=O)O
    12.8%	-2.0	167	-6.4%	2.0	167	nt	nt	nt
N#Cc1c(C(F)(F)F)cc(C2CC2)nc1N1CCCC1
    1.1%	3.3	192	-9.7%	-3.3	192	0.5	90.1	89.7
c1ccc(-c2nnc(-c3c[nH]c4ccccc34)nc2-c2ccccc2)cc1
    10.8%	30.3	188	-54.9%	-30.3	188	nt	nt	nt
O=C(c1n[nH]c2ccccc12)N1CCN(S(=O)(=O)c2ccc3ccccc3c2)CC1
    6.5%	20.8	194	-58.8%	-20.8	194	-26.3	41.9	68.2
CC(C)Oc1ccc(N2CC(C(=O)Nc3ccc(N4CCOCC4)cc3)CC2=O)cc1 (stereo not given)
    nt	-1.2	167	nt	1.2	167	-4.6	88.1	92.7
COCCCn1c(C(C)C)nc2oc3cc(OC)ccc3c(=O)c2c1=O
    -0.2%	5.2	108	-16.1%	-5.2	108	5.3	81.7	76.3
Cc1ccccc1CSCCNC(=O)CCSc1ccccc1
    6.3%	7.2	170	9.8%	-7.2	170	nt	nt	nt
O=C(CN1C(=O)NC2(CCCCCCC2)C1=O)NC(=O)NCc1ccco1
    8.8%	9.7	226	-4.6%	-9.7	226	-0.8	88.4	89.2
O=C(c1ccncc1)c1ccc(N2CCN(C3CC(=O)N(Cc4ccccc4)C3=O)CC2)cc1 (stereo not given)
    0.0%	28.2	131	-47.5%	-28.2	131	-0.3	62.2	62.5
c1ccc2c(c1)nnn1c3ccccc3nc21
    15.2%	1.4	174	0.8%	-1.4	174	-0.3	81.4	81.7
C=CCn1c(O)c(CN2CCN(Cc3ccccc3)CC2)c(C)c(C#N)c1=O
    20.3%	1.2	60	-35.6%	-1.2	60	0.3	96.7	96.4
Cn1c(=O)c2c(nc(N3CCN(Cc4ccccc4)CC3)n2CCSc2ncccn2)n(C)c1=O
    2.0%	nt	nt	-31.3%	nt	nt	10.0	90.3	80.3
COc1cccc(C(c2nnnn2C(C)(C)C)N2CCN(C3CCCCC3)CC2)c1OC (stereo not given)
    -5.2%	2.1	136	-59.0%	-2.1	136	10.8	92.9	82.1
CC1Cc2ccccc2N1C(=O)CSc1nnc(NC(=O)Cc2cccs2)s1 (stereo not given)
    -12.1%	11.2	198	-12.3%	-11.3	198	0.7	90.0	89.3
O=C(NC1CCCC1)c1ccc2nc[nH]c2c1
    -7.3%	9.0	145	-6.8%	-9.0	145	-4.7	92.1	96.8
Cc1c(C(C)NC(=O)Nc2ccc(F)cc2F)cnn1C (stereo not given)
    -2.9%	-1.4	147	-10.0%	1.5	147	9.6	97.8	88.2
Cc1csc(=N)n1CC(=O)N1CCc2ccccc21
    5.7%	16.6	131	21.9%	-16.6	131	-7.6	91.9	99.5
Cc1ccc(NC(=O)C(C)N2C(=O)c3ccccc3C2=O)cc1 (stereo not given)
    2.8%	6.6	152	9.6%	-6.6	152	-11.2	96.6	107.8
CSc1nnc2n(CCc3ccccc3)c(=O)c3c4c(sc3n12)CCCC4
    nt	1.9	139	nt	-1.9	139	18.6	86.2	67.7
O=[N+]([O-])c1ccc(Nc2ccc3ccccc3c2)nc1
    -0.1%	3.7	150	-8.9%	-3.7	150	nt	nt	nt
Cn1nnnc1SCC(=O)NCc1cccs1
    nt	7.4	136	nt	-7.4	136	2.8	95.1	92.3
N#Cc1cn(CC(=O)N2CCc3ccccc3C2)c2ccccc12
    nt	-26.5	181	nt	26.5	181	-6.3	75.6	81.9
CCOC(=O)c1cccc(NC(=O)/C(=C\c2ccccc2)NC(=O)c2ccccc2Cl)c1
    11.3%	3.6	137	-5.1%	-3.6	137	nt	nt	nt
CCn1cc(C(=O)NCc2ccco2)c(=O)c2cc(S(=O)(=O)N3CC(C)CC(C)C3)ccc21 (stereo not given)
    13.2%	-1.1	213	-15.1%	1.1	213	7.9	67.6	59.7
CCCC1CCc2c(c3ccccc3[nH]c2=O)O1 (stereo not given)
    9.5%	17.0	193	-5.0%	-17.0	193	nt	nt	nt
CCCCNC(=O)c1onc(CSc2cccc3ccccc23)c1C(=O)O
    3.5%	-3.4	157	-3.1%	3.4	157	nt	nt	nt
COCCCn1c(SCC(=O)NC(C)(C)C)nnc1-c1ccccc1
    0.0%	16.2	191	-21.7%	-16.2	191	2.6	80.2	77.6
O=C(/C=C/c1ccccc1)NNC(=O)C1CC1
    -9.4%	-10.9	50	-62.9%	10.9	50	-12.8	94.9	107.7
CCCCCOC(=O)c1cc(=O)[nH]c2ccccc12
    -10.7%	-8.0	124	7.9%	8.0	124	-4.2	74.7	78.9
O=C1C2C3CCC(C3NCc3ccccc3)C2C(=O)N1Cc1ccccc1 (stereo not given)
    8.5%	-5.2	177	-2.8%	5.2	177	nt	nt	nt
OC(c1ccc(Cl)cc1)C(O)c1nc2ccccc2[nH]1 (stereo not given)
    -7.6%	-7.9	168	-2.4%	7.9	168	nt	nt	nt
Cc1ccc2c(c1)[nH]c1c(=O)n(CCN3CCCCC3)cnc12
    -9.6%	14.0	101	-5.3%	-14.0	101	2.7	103.6	101.0
O=S(=O)(NCc1ccncc1)c1ccccc1
    3.3%	4.9	177	5.4%	-4.9	177	5.6	94.1	88.5
Cc1cc(C)c(OCC(=O)Nc2nnn(C)n2)c(Br)c1
    nt	7.7	121	nt	-7.7	121	-3.9	93.7	97.7
CC1CCN(C(=O)CSCc2ccc(Cl)cc2)CC1
    7.5%	5.1	138	3.2%	-5.1	138	3.3	103.0	99.7
COC(=O)c1ccccc1S(=O)(=O)N(Cc1cc2ccc(OC)cc2[nH]c1=O)CC1CCCO1 (stereo not given)
    -9.2%	nt	nt	-56.2%	nt	nt	5.9	86.5	80.7
O=[N+]([O-])c1ccccc1-c1ccc(/C=N/n2cnnc2)o1
    -0.7%	-12.3	113	9.8%	12.3	113	nt	nt	nt
COc1ccc2nc(NC(=O)CCn3cccc3)sc2c1
    5.6%	-3.1	114	9.5%	3.1	114	9.8	91.0	81.2
Cn1c(=O)[nH]c(=O)c2c1nc(N1CCC(Cc3ccccc3)CC1)n2Cc1ccccc1
    3.0%	-2.9	47	-12.6%	2.9	47	4.8	19.6	14.8
CSCCC(=O)N1C(C)CCCC1C(=O)O (stereo not given)
    -10.3%	6.1	168	-0.7%	-6.1	168	17.6	100.2	82.6
CN1CCC(N2CCCC(C(=O)O)C2)CC1 (stereo not given)
    -3.8%	23.8	160	12.1%	-23.8	160	24.4	103.7	79.4
CC1(C)CC(=O)C(N=Nc2cc(Cl)c(Cl)c(Cl)c2)=C(O)C1
    -0.9%	-7.9	154	25.3%	7.9	154	nt	nt	nt
CS(=O)(=O)N(Cc1ccco1)CC(O)Cn1cc(C=O)c2ccccc21 (stereo not given)
    1.0%	14.8	214	11.0%	-14.8	214	11.9	78.9	67.0
CC(C)CC1C(C#N)=C(N)Oc2n[nH]c(-c3cccs3)c21 (stereo not given)
    8.8%	9.2	207	-6.5%	-9.2	207	9.8	97.1	87.4
CNCCOCC(O)CSc1ccccc1 (stereo not given)
    0.1%	4.7	176	15.1%	-4.7	176	-0.6	92.0	92.6
Cc1onc(-c2ccccc2Cl)c1C(=O)OCC(=O)c1ccc2c(c1)OCCO2
    -8.6%	-3.1	100	-10.3%	3.1	100	5.1	78.1	73.0
COc1ccc2c(CC(=O)OCC(=O)c3ccccc3OC)coc2c1
    -4.2%	1.3	179	29.7%	-1.3	179	2.6	93.4	90.8
CCOCCCNC(=O)C1CCCCN1S(=O)(=O)c1ccc(F)cc1 (stereo not given)
    -4.6%	2.8	115	-2.2%	-2.8	115	nt	nt	nt
O=c1cc(N2CCC(Cc3ccccc3)CC2)[nH]c(=O)n1C1CCCCC1
    -5.2%	nt	nt	21.1%	nt	nt	-8.7	27.1	35.7
Cc1ccc(C(=O)C2=C(O)C(=O)N(CCCN(C)C)C23C(=O)N(C)c2ccccc23)o1 (stereo not given)
    -4.2%	nt	nt	-2.8%	nt	nt	-1.5	97.6	99.1
CN(c1ccccc1C(=O)O)S(C)(=O)=O
    4.7%	5.9	191	-12.0%	-5.9	191	4.2	93.4	89.2

Of the compounds above, these contain a tert-butyl group.
Every second line gives: Bcl-B displacement	IL1B NFkB pot	IL1B NFkB pot cell count 2 µM	PLAP inhibitors HTS	IL1B NFkB inh	IL1B NFkB inh cell count 2 µM	MRP reversal	MRP reversal cytotoxicity	MRP reversal with doxorubicin
COc1cccc(C(c2nnnn2C(C)(C)C)N2CCN(C3CCCCC3)CC2)c1OC (stereo not given)
    -5.2%	2.1	136	-59.0%	-2.1	136	10.8	92.9	82.1
COCCCn1c(SCC(=O)NC(C)(C)C)nnc1-c1ccccc1
    0.0%	16.2	191	-21.7%	-16.2	191	2.6	80.2	77.6

Only part of the results is shown (hit frequency here may not be typical).
